From PubChem BioAssay
NTR1 ag: agonists of NTR1, primary screen, imaging, U2OS cells, beta-arrestin-GFP, high content (AID 493036) | 330,000 tested, 0.17% active | activation, % at 20 µM | NTR1-U2OS beta-arrestin-GFP spot imaging, agonist mode;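 active means activation at or above 40% of the spot to cytoplasm intensity ratio, with at least 20 cells analyzed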;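 further: 0% = DMSO without peptide and 100% = 100 nM NTR1 peptide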
Target sequence (P30989 whole entry, looked up): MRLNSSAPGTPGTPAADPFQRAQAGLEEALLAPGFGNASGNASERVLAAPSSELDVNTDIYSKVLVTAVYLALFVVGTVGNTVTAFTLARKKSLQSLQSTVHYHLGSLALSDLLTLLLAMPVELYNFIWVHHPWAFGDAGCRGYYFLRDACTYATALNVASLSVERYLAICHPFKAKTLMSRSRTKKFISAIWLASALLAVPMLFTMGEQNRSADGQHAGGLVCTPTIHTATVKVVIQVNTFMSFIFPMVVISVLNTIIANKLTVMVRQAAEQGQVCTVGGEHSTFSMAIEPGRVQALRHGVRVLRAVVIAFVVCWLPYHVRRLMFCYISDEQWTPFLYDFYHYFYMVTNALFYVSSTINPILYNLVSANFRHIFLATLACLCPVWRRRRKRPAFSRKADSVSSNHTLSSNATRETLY
GPR35 antagonists: inhibition of zaprinast-stimulated GPR35 beta-arrestin translocation – imaging, U2OS, beta-arrestin-GFP, zaprinast agonist, primary screen (AID 2058). U2OS GPR35 beta-arrestin-GFP translocation imaging, zaprinast antagonism; higher % means a stronger effect. 290,000 tested, 0.052% active. inhibition, % at 10 µM; hits with a dose series show IC50 in µM;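 active means inhibition of at least 50% with at least 30 cells and total cytoplasm GFP at most 10,000,000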
AID2073: inhibitors of Mint1-CaV2.2 protein interaction, biochemical, HTRF (AID 2073); HTRF protein-protein interaction, Mint1-CaV2.2; higher % means a stronger effect; one-dose inhibition, % at 20 µM; IC50 in µM for titrated hits; 290,000 tested, 0.19% active; in the data active means inhibition mostly above about 51%, no sharp cut-off; further: some results filed as inactive read as strong as hits
Autophagy mod: alters autophagy in cells; calls only at 10 µM (by protocol); MEF GFP-LC3 puncta imaging; test concentration mostly 10 µM; 190,000 tested, 0.98% active;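 active means percentage of spot-positive cells more than 3 SD above its plate mean, without a fluorescence outlier flag or 80% toxicity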;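 further: spot-positive cell cutoff set from DMSO-treated cells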
LYP inhibition: PTPN22 lymphoid phosphatase activity blockers – biochemical, fluorescence intensity, uHTS (AID 1779) | recombinant LYP phosphatase, fluorescence intensity; higher % means a stronger effect | inhibition, % at 11.5 µM, or IC50 in µM where a hit was titrated | 290,000 tested, 0.054% active; in the data active means inhibition above about 50%;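 further: plate controls were vehicle with enzyme for no effect and no enzyme for full effect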
NS5 inhibitors: flavivirus cap methylation enzyme inhibition – biochemical, confirmation dose response, primary screen (AID 588689). Dengue-2 NS5 methyltransferase capping enzyme assay, biochemical; higher % means a stronger effect. inhibition, % at 25 µM, or IC50 in µM where a hit was titrated. 340,000 tested, 0.3% active; in the data active means a potency from the dose series
RSV antiviral HEp-2: inhibition of RSV-induced cytopathic effect – HEp-2 cells, primary 10 µM value included (AID 2391). one-dose CPE inhibition, % at 10 µM; IC50 in µM for titrated hits. 310,000 tested, 0.13% active. HEp-2 cells, RSV-induced CPE inhibition; higher % means a stronger effect; in the data active means a potency from the dose series; further: strong numbers were not always called active
WT yeast gro inh: growth inhibition of WT yeast, mitochondrial fusion screen. mitochondrial fusion phenotypic screen, WT strain. inhibition, % at 10 µM. 190,000 tested, 2.1% active; in the data active means inhibition above about 58%; tested in S. cerevisiae
K1F lysis inhibition: protection from phage-mediated lysis, alamar blue read-out – E. coli UTI89, K1F phage, bacterial capsule biogenesis inhibitors (AID 488966); E. coli UTI89 K1F phage lysis, alamar blue, 2 h; higher % means a stronger effect; inhibition, % at 100 µM, or IC50 in µM where a hit was titrated; 340,000 tested, 0.02% active;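 active means phage lysis inhibition, versus mean bacterial control, above a set limit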;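 further: capsule biogenesis inhibitors block K1F phage lysis so surviving cells raise fluorescence; higher fluorescence means more inhibition of phage lysis; actives were called in the ten point dose series up to 300 µM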
WT yeast gro inh mutant strain: recorded beside WT yeast gro inh, whose call it bears; inhibition, %; mitochondrial fusion phenotypic screen, mutant strain inhibition
Autophagy mod cell loss 18 h: further read-out of Autophagy mod, marked with its call; toxicity, %; measured here: cell loss, nuclei count;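 cell loss after 18 h compound exposure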
NTR1 ag cell count 20 µM: also measured in NTR1 ag; calls as there; cell count; measured here: cell count, cytotoxicity flag
NS5 inhibitors pilot replicate: second read-out of NS5 inhibitors, no call of its own (marks repeat the call); inhibition, %; measured here: pilot screen replicate inhibition
* hit, by the source's call; i = inactive; . = not tested or not shown; [ ] = another dose, or the depositor's remark.

SMILES | NTR1 ag | NTR1 ag cell count 20 µM | GPR35 antagonists | AID2073 | Autophagy mod | Autophagy mod cell loss 18 h | LYP inhibition | NS5 inhibitors | RSV antiviral HEp-2 | WT yeast gro inh | WT yeast gro inh mutant strain | K1F lysis inhibition | others
C/C(N)=C(/C#N)C(=O)CSc1nc2cc(Cl)ccc2c(=O)n1Cc1ccco1 | 0.2 | 54 | 3% | 7% | i | -7 | 2% | 4% | 4.8% | -13 | -16 | -0.2%
CCOc1cc(/C=N/n2c(COc3ccccc3)n[nH]c2=S)ccc1O | 0.3 | 69 | -11% | -17% | . | . | -1% | 6% | 16% | . | . | -1.1%[50 µM]
COc1ccc2cc3c(N)nn(C(=O)c4ccccc4[N+](=O)[O-])c3nc2c1 | 1.4 | 74 | -2% | -1% | i | 10 | 0% | -2% | 0.2% | 5 | 16 | 1.8%[50 µM]
COc1ccc(C2=NN(C(N)=S)C(c3ccco3)C2)cc1 (centres undefined) | -0.7 | 40 | -4% | 43% | i | -17 | -2% | -17% | -1.2% | -3 | 10 | 1.1%
CCNC(=O)CC1C(=O)N(CC)C(=S)N1NC(=O)c1cccnc1 (centres undefined) | 0.4 | 69 | -8% | -1% | i | 1 | -3% | 2% | 2.4% | -17 | -4 | 1.4%
O=C(c1ccccc1)c1ccccc1N/C=C/c1nnnn1-c1ccccc1 | 0.9 | 75 | 7% | 9% | i | 7 | 9% | -4% | 9.4% | 25 | -22 | 2.6%
COC(=O)c1cc(C)sc1NC(=O)C1CC=CCC1C(=O)O (centres undefined) | 1.1 | 48 | 21% | 17% | i | -1 | -7% | -2% | 0.6% | -2 | -12 | -1.4%
CCOC(=O)c1ccc(S(=O)(=O)NCC(C)(C)N2CCOCC2)cc1 | 2.0 | 37 | -5% | 4% | i | -9 | -1% | -8% | 0.0% | -14 | -20 | 0.9%
CN(C)C=NC(=O)c1cc(C(=O)c2ccc(F)cc2)c[nH]1 | 0.3 | 39 | -18% | 6% | i | 22 | -6% | -6% | 3.8% | 5 | 3 | -0.4%
O=S(=O)(c1ccccc1)c1cnn2c(C(F)(F)F)cc(-c3ccc(F)cc3)nc12 | 1.4 | 84 | -5% | 24% | i | -1 | -13% | -5% | 1.3% | 10 | 6 | 0.3% | NS5 inhibitors pilot replicate=-4.6
COc1cccc(C(=O)Nc2nnc(Cc3ccc(OC)c(OC)c3)s2)c1 | 0.0 | 42 | 3% | 10% | . | . | -9% | 4% | 1.4% | . | . | -1.0%
O=C(COC(=O)c1cc([N+](=O)[O-])ccc1N1CCOCC1)Nc1ncc(Cl)cc1Cl | -1.8 | 68 | -4% | 11% | . | . | -7% | 5% | 0.7% | . | . | 1.6%[50 µM]
CCOC(=O)C1=C(C)Nc2ncnn2C1c1ccc2c(c1)OCO2 (centres undefined) | -1.3 | 54 | 1% | 2% | i | 0 | -6% | 0% | 1.8% | -8 | 1 | 0.3%
COc1ccc(CC(=O)NCC2CCCN(Cc3ccc(SC)cc3)C2)cc1 (centres undefined) | -0.9 | 49 | 1% | -4% | . | . | -7% | . | -1.4% | . | . | 0.8%
Cc1cccc(C(=O)N[C@H](C(=O)Nc2nc3ccccc3[nH]2)C(C)C)c1 | 0.0 | 42 | -11% | -2% | i | 60 | -5% | 6% | 2.6% | -11 | 13 | 0.1%
COc1ccc(Nc2nc(N)c(C(=O)c3ccc(F)cc3)s2)cc1 | -0.8 | 83 | 0% | -6% | . | . | -4% | -5% | 3.0% | . | . | -0.1%
Cc1ccc(C2CC2/C(=N/O)c2ccc(F)cc2)cc1 (centres undefined) | 1.9 | 83 | 22% | 19% | . | . | -3% | 0% | 2.0% | . | . | -0.3%
Cc1ccc(N(CC(=O)NC2CC3CCC2C3)S(C)(=O)=O)cc1C (centres undefined) | 1.8 | 96 | -13% | 2% | i | 1 | -5% | -1% | 0.9% | -5 | -5 | -2.9%
c1ccc2[nH]c(NCc3ccc4c(c3)OCO4)nc2c1 | -0.4 | 63 | -2% | 4% | i | -13 | -4% | -4% | -0.4% | -11 | -3 | 5.8%
COC(=O)c1cc(NC(=O)c2c(-c3c(Cl)cccc3Cl)noc2C)ccc1N1CCOCC1 | 0.8 | 42 | 2% | -10% | . | . | -2% | -4% | . | . | . | 0.7%
O=C(NN1CCN(Cc2ccccc2Cl)CC1)c1ccc(Cl)cc1 | 1.3 | 36 | -2% | -2% | i | -5 | -6% | -2% | 1.3% | -13 | -1 | 0.5%
Cc1ccc(NC(=O)CN2C(=O)C3CCCCN3C(=O)c3ccccc32)cc1 (centres undefined) | -1.7 | 34 | 2% | 2% | i | -6 | -1% | -7% | 2.1% | 5 | -5 | 0.1%
O=C(NNC(=O)[C@H]1CC=CC[C@H]1C(=O)O)c1ccc(Cl)cc1Cl | 0.7 | 41 | -5% | -5% | i | 3 | -8% | 0% | 0.8% | -15 | -10 | 1.1%
O=C(CN1CCOCC1)Nc1cccc(C(=O)Nc2cccc(C(F)(F)F)c2)c1 | 0.8 | 80 | -21% | 0% | i | 6 | 3% | 6% | 5.8% | -8 | -5 | 1.3%

4 entries drawn at random from the list so far:
SMILES | NTR1 ag | NTR1 ag cell count 20 µM | GPR35 antagonists | AID2073 | Autophagy mod | Autophagy mod cell loss 18 h | LYP inhibition | NS5 inhibitors | RSV antiviral HEp-2 | WT yeast gro inh | WT yeast gro inh mutant strain | K1F lysis inhibition | others
O=C(CN1CCOCC1)Nc1cccc(C(=O)Nc2cccc(C(F)(F)F)c2)c1 | 0.8 | 80 | -21% | 0% | i | 6 | 3% | 6% | 5.8% | -8 | -5 | 1.3%
CCOC(=O)C1=C(C)Nc2ncnn2C1c1ccc2c(c1)OCO2 (centres undefined) | -1.3 | 54 | 1% | 2% | i | 0 | -6% | 0% | 1.8% | -8 | 1 | 0.3%
O=C(NNC(=O)[C@H]1CC=CC[C@H]1C(=O)O)c1ccc(Cl)cc1Cl | 0.7 | 41 | -5% | -5% | i | 3 | -8% | 0% | 0.8% | -15 | -10 | 1.1%
O=C(NN1CCN(Cc2ccccc2Cl)CC1)c1ccc(Cl)cc1 | 1.3 | 36 | -2% | -2% | i | -5 | -6% | -2% | 1.3% | -13 | -1 | 0.5%

(further entries)
SMILES | NTR1 ag | NTR1 ag cell count 20 µM | GPR35 antagonists | AID2073 | Autophagy mod | Autophagy mod cell loss 18 h | LYP inhibition | NS5 inhibitors | RSV antiviral HEp-2 | WT yeast gro inh | WT yeast gro inh mutant strain | K1F lysis inhibition | others
O=C(c1ccc([N+](=O)[O-])o1)N1CCN(c2nc3ccc(F)cc3s2)CC1 | 1.9 | 48 | . | . | . | . | . | -4% | 2.4% | . | . | -0.3%[50 µM]
CC1CCCCN1C(=O)Cn1cc(/C=C2/C(=O)Nc3ccccc32)c2ccccc21 (centres undefined) | . | . | -2% | 12% | i | 6 | 7% | . | . | 96* | 2.6* | .
COCCCN1C(=O)c2ccc(C(=O)OCC(=O)NCc3ccccc3OC)cc2C1=O | 0.1 | 76 | 5% | -1% | . | . | -4% | -1% | 1.5% | . | . | 0.0%
CCN(CC)S(=O)(=O)c1cc(NC(=O)CN2C(=O)NC(C)(c3ccccc3)C2=O)ccc1C (centres undefined) | 1.1 | 31 | 2% | 6% | . | . | -6% | -7% | 8.9% | . | . | 0.1%
COc1ccc(S(=O)(=O)NCCc2cn3nc(C)c(C)nc3n2)cc1 | 0.0 | 66 | -4% | 36% | . | . | -9% | -2% | 0.5% | . | . | 0.2%
O=C(OCc1cc(=O)n2cc(Br)ccc2n1)C1COc2ccccc2O1 (centres undefined) | 1.5 | 89 | -7% | 18% | i | -6 | -6% | 6% | 3.0% | -9 | 15 | 0.6%
CCOc1ccc(S(=O)(=O)NCc2cccnc2)cc1NC(=O)c1ccccc1F | -1.0 | 52 | -6% | 6% | . | . | -14% | -4% | 2.3% | . | . | -1.5%
CCCCc1nc(SCCOC)c2c(=O)n(C)c(=O)n(C)c2n1 | 6.1 | 67 | 9% | -14% | i | 8 | -1% | -1% | 1.3% | -17 | -21 | -0.1%
Cc1ccc(N/C=C/C(=O)c2cccs2)cc1C | 1.3 | 45 | -14% | 17% | i | 24 | 9% | . | 3.5% | -1 | 2 | .
CC1(C)Cc2c(sc3[nH]c(=S)[nH]c(=O)c23)CO1 | 0.1 | 53 | -3% | -6% | i | -1 | -2% | -2% | 2.3% | -10 | -22 | 0.6%
CCOc1ccc2nc(NS(C)(=O)=O)sc2c1 | -0.2 | 63 | 8% | 1% | i | 1 | -13% | 2% | -0.7% | -10 | 17 | -0.1%
CSc1ccccc1C(=O)NC1CCCC1 | -1.0 | 97 | 4% | -10% | i | 0 | -8% | 6% | -0.3% | -8 | 6 | 0.8%
COc1ccc(C2C3=C(CC(C)(C)CC3=O)Oc3ncn(CCCn4ccnc4)c(=N)c32)cc1 (centres undefined) | 1.8 | 48 | 1% | 1% | i | 3 | 0% | -2% | -0.8% | 11 | 21 | 0.6%
O=C(NCc1ccco1)C(=O)c1cn(CC(=O)N2CCCC2)c2ccccc12 | 2.4 | 71 | 1% | -2% | i | -4 | -8% | 0% | 1.4% | -15 | -2 | 0.2%
CC(=O)Nc1ccc(NC(=O)Oc2ccccc2)cc1 | -1.0 | 62 | 8% | -7% | i | 16 | -8% | -3% | -0.8% | -5 | -5 | 2.1%
Cc1nn(-c2nnc(NCc3ccccc3)nn2)c(C)c1Br | 3.5 | 61 | 3% | 5% | i | 22 | -8% | -4% | 0.6% | 20 | 10 | 0.8%
COc1ccc(CCN2Cc3c(cccc3[N+](=O)[O-])C2=O)cc1OC | -0.8 | 68 | -2% | 9% | . | . | -4% | -3% | 5.8% | . | . | 0.0%
O=C(CN1C(=O)C2CC=CCC2C1=O)Nc1nccs1 (centres undefined) | 0.3 | 65 | 4% | 0% | . | . | 2% | 4% | 2.1% | -20 | -2 | 0.1%
CCOC(=O)c1c(NC(=O)c2ccc(S(=O)(=O)N(C)CC3CCCO3)cc2)sc2c1CC(C)(C)NC2(C)C (centres undefined) | 13 | 47 | 9% | 16% | . | . | -7% | 2% | 0.3% | . | . | -0.1%
Cc1ccnc(SCCn2c(N3CC(C)OC(C)C3)nc3c2c(=O)n(C)c(=O)n3C)n1 (centres undefined) | 4.2 | 54 | 1% | -7% | i | -3 | 5% | 2% | 0.4% | -6 | 13 | 0.4%

Not a hit list; overall some 2.6% were active at least once.
